# hIAP activ = increases human intestinal alkaline phosphatase activity; purified human IAP, CDP-Star luminescence, 30 min; stronger effect = higher value; 1 = vehicle-only enzyme, 0 = enzyme-free background; AID 2524; 330,000 compounds, 0.16% hits; activation factor at 10 µM; P09923;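 active = activation factor of the enzyme at least 2-fold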; also: the source names both 10 and 20 µM as test concentration; values of inactives mirror those of a sister screen read the other way
# SENP6 block = blocks the human protease SENP6; AID 2599; 330,000 compounds, 1.8% hits; Recombinant SENP6 catalytic domain, aminoluciferin luminescence; inhibition, % at 10 µM;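 active = inhibition above about 50% at the single tested dose, limit read from the data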;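 also: plate controls were DMSO wells with enzyme for no effect and DMSO wells lacking enzyme for full effect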
# MPTP inh = blocks calcium-induced mitochondrial swelling; isolated mouse mitochondria, Ca2+ swelling absorbance, 30 min; inhibition, % at 10 µM; 360,000 compounds, 1.4% hits; AID 602449;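 active = inhibition of 50% or more, scaled per plate between neutral and stimulator controls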;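 also: 0% = DMSO wells given calcium and 100% = 1 mM EGTA wells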
# ATG4B inhibitor = inhibitors of human ATG4B cysteine protease | Q9Y4P1 | ATG4B cleavage of LC3-PLA2, NBD-HPC fluorescence, 1 h | inhibition, % at 8.33 µM | 340,000 compounds, 0.51% hits | AID 504462; in the data active = inhibition above about 40%
# Target sequence (Q9Y4P1 whole entry, looked up): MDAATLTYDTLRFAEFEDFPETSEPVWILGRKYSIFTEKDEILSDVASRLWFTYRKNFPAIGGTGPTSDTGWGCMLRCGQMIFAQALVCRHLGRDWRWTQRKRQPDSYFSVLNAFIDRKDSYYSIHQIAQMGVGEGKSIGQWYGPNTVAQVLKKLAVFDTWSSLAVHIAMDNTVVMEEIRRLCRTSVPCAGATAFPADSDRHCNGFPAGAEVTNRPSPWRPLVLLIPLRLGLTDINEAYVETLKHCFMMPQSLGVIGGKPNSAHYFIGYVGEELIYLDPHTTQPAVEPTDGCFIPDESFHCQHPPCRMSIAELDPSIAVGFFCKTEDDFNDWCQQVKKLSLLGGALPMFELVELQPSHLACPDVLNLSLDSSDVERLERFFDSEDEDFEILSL
# GRIN3A LBD mod = NR3A (human) ligand-binding domain modulation. 340,000 compounds, 2.5% hits. AID 1259313. Tm shift relative to glycine control, % at 25 µM. NR3A LBD differential scanning fluorimetry, Tm shift; 0% = protein alone, 100% = glycine-bound protein;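 active = melting temperature shift of at least 10% of the positive control shift, at one fixed dose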
# SENP8 inh = inhibitors of human SENP8 protease. Q96LD8. recombinant SENP8, Nedd8 substrate fluorescence. inhibition, % at 20 µM. 360,000 compounds, 0.64% hits; in the data active = inhibition mostly above about 40%, no sharp cut-off; inactive = mostly below about 27%
# Target sequence (Q96LD8 whole entry, looked up): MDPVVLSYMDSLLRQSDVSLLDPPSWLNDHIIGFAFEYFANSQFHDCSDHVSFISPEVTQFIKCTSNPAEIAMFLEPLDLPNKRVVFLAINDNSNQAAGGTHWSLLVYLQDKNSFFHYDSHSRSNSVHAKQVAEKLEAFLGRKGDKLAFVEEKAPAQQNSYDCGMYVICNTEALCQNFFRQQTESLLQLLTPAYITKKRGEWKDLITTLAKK
# SENP1 inh = blocks the human SENP1 SUMO protease catalytic domain; AID 624204; recombinant SENP1 catalytic domain, CyPet-SUMO1-YPet FRET cleavage; Q9P0U3; 360,000 compounds, 0.21% hits; inhibition, % at 10 µM;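 active = inhibition at least 30% at 10 µM, raw YFP signal under a set limit, fluorescence ratio 0.5 to 1.5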;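 also: 0% = enzyme with DMSO and 100% = no enzyme wells; some results filed as inactive read as strong as hits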
# Target sequence (Q9P0U3 419-644 limits assumed): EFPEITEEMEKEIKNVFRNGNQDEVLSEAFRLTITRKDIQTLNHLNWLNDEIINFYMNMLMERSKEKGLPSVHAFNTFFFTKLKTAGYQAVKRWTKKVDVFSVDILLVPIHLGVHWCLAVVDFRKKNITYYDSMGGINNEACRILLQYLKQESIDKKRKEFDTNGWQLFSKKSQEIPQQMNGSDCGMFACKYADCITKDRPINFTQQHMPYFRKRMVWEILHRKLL
#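 Controls: no-enzyme wells low, DMSO-plus-enzyme wells high control. Test system: human recombinant His6-tagged SENP1 catalytic domain enzyme. Reagent: SFCypet-SUMO1-SFYpet FRET protein substrate, 25 nM final. Doses: one dose per compound, 10 µM, 0.5% DMSO. Detection: FRET, CFP and YFP emission. Timing: 50 min reaction at room temperature.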
# PfG6PD inh = PfG6PD (Plasmodium falciparum) enzyme inhibition | PfGluPho enzyme, NADPH resazurin-diaphorase fluorescence | inhibition, % at 20 µM | 350,000 compounds, 0.78% hits | AID 504690;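 active = inhibition reaching at least a set limit at 20 µM in the primary screen, cut at about 59% in these data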;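 also: 0% = DMSO wells with substrate and 100% = DMSO wells lacking glucose-6-phosphate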
# The depositor's hits bear a star; . = not tested or not shown.
# Each structure is followed by: SENP8 inh, GRIN3A LBD mod, PfG6PD inh, SENP6 block, ATG4B inhibitor, SENP1 inh, hIAP activ, MPTP inh
- Cn1c(CCN2CCCCC2)nc2cc(NC(=O)C3CCCCC3)ccc21
 : 7, 1, -8, -6, -21, 0, 0.93, 0.5
- N/C(=N\OC(=O)c1ccc(Cl)c(Cl)c1)c1ccccn1
 : 4, 8, 0, 85*, -1, -2, 1.1, -0.4
- COCc1ccc(-c2c(-c3cc(OC)cc(OC)c3)oc(=O)c3cc(OC)c(OC)cc23)cc1
 : -182, 0, 26, -4, -15, 1, 0.99, -1.9
- NC(=O)CC1C(=O)N(c2ccccc2)C(=S)N1NC(=O)c1ccc(Br)cc1 (configuration not stated)
 : 28, 1, 2, -1, 0, 2, 0.89, 0.9
- CC(=O)Nc1ccc(S(=O)(=O)N[C@@H](C)C(=O)OCc2ccc(Cl)cc2)cc1
 : 10, -2, -1, 2, 5, 0, 0.89, 19
- COc1ccc(C2C(C(=O)Nc3ccc4c(c3)OCCO4)c3ccccc3C(=O)N2C)cc1 (configuration not stated)
 : 34, 2, -12, 0, -10, 1, 0.98, -0.8
- CN(CC(=O)NCc1ccccn1)S(=O)(=O)c1ccc(Cl)cc1
 : 7, -2, -4, 11, 2, 1, 1, -7.8
- CC(C)(C)C(=O)N1CCC[C@H]1C(O)(c1ccccc1)c1ccccc1
 : 11, -4, -24, 5, 6, 2, 1.1, 0.5
- C/C(=N\NC(=O)C(=O)Nc1ccc(C)cc1)c1ccncc1
 : 19, 10, -19, -18, 4, 3, 0.81, 1.3
- COc1cccc(CNc2cccc3cccnc23)c1O
 : 33, -4, 20, 79*, 6, -10, 0.82, 1.0
- CC(NC(=O)Cc1ccccc1F)c1ccc(F)cc1 (configuration not stated)
 : -6, 2, 1, 16, -9, -2, 0.99, -0.6
- O=C(CSC1=NS(=O)(=O)c2cc(Cl)ccc2N1)Nc1ccccc1F
 : 19, 7, -19, 6, -4, 1, 1.1, 1.7
- COc1ccccc1NC(=O)c1cc(S(=O)(=O)NCc2ccccc2)ccc1F
 : 14, -12, -2, -18, -1, 3, 0.96, 0.3
- Cc1cc(CNC(=O)c2cc(COc3c(F)cccc3F)on2)nn1C
 : 22, 0, -9, -3, 5, 0, 1.2, -1.6
- COc1ccc(CNC(=O)CCC(=O)Nc2cccnc2)cc1
 : 10, 0, -10, -8, 6, 1, 0.91, 0.6
- CCC(=O)N1CCc2cc(S(=O)(=O)NCCC(=O)Nc3ccc(OC)cc3)ccc21
 : 9, 3, 3, 1, 1, 1, 0.77, -1.1
- CC(/C=C1\SC(=S)N(NC(=O)c2ccccc2C)C1=O)=C\c1ccccc1
 : 27, 2, 5, -19, 23, 0, 0.9, 0.0
- CC(C)(C)OC(=O)NC(Cc1ccccc1)C(=O)NCCCC(=O)O (configuration not stated)
 : 19, -1, -4, -23, -5, 0, 1.1, -0.4
- Cc1ccc(N2C(=O)CSC2=S)cc1C
 : 12, -1, -30, 18, -4, 2, 0.97, -1.6
- CCOC(=O)C1CCN(S(=O)(=O)c2ccc(C)cc2)CC1
 : 11, 1, 0, -27, 11, 2, 0.96, 0.7
- CCOC(=O)C1CCCN(C(=O)c2cc3ncc(Br)cn3n2)C1 (configuration not stated)
 : -2, 1, -3, -9, 0, 3, 1.9, 0.0
- O=C(O)c1cc(N/N=C/c2ccc3c(c2)OCO3)ccc1Cl
 : -73, 0, 18, 66*, -4, -2, 1, -2.0
- CC1=C(C(=O)N2CCOCC2)CC(CC(=O)NCc2cccs2)C(=O)N1Cc1ccc(F)cc1 (configuration not stated)
 : 6, ., -2, ., ., 0, ., 4.1
- Cc1nc(NS(=O)(=O)c2ccccc2)sc1C(=O)NNS(=O)(=O)c1ccccc1
 : 4, 1, -11, 0, -5, -21, 1, -2.8
- COc1ccc(C(C)=O)cc1CSc1nc2ccccc2c(=O)n1-c1cccc(C)c1
 : 6, -2, -5, -3, 79*, 3, 0.9, 0.2
- Cc1cc(SCC(=O)N(C)CC(=O)Nc2ccc(F)cc2)nc2ccccc12
 : 10, -10, -7, 2, -3, 5, 1.2, -2.8
- CN(C)c1nc(Oc2ccc(N)cc2)nc(N(C)C)n1
 : 39, 1, -3, 1, -16, -1, 2, 0.1
- COc1ccc(C(CC(=O)N2CCOCC2)c2c(OC)cc(OC)c3c(-c4ccccc4)cc(=O)oc23)cc1 (configuration not stated)
 : -128, -1, -16, -9, -4, 0, 0.86, 0.5
- CN(C)S(=O)(=O)c1cccc(NC(=O)COC(=O)COc2ccccc2[N+](=O)[O-])c1
 : 25, 0, -4, 18, -4, 9, 1, -0.9
- Cc1cccc(Nc2nc(-c3ccc(O)c(O)c3)cs2)n1
 : 13, 39*, 8, 65*, -7, -1, 0.81, 3.7

# A different layout for part of the listing above.
molecule | SENP8 inh | GRIN3A LBD mod | PfG6PD inh | SENP6 block | ATG4B inhibitor | SENP1 inh | hIAP activ | MPTP inh
COc1cccc(CNc2cccc3cccnc23)c1O | 33 | -4 | 20 | 79* | 6 | -10 | 0.82 | 1.0
CC(/C=C1\SC(=S)N(NC(=O)c2ccccc2C)C1=O)=C\c1ccccc1 | 27 | 2 | 5 | -19 | 23 | 0 | 0.9 | 0.0
N/C(=N\OC(=O)c1ccc(Cl)c(Cl)c1)c1ccccn1 | 4 | 8 | 0 | 85* | -1 | -2 | 1.1 | -0.4
CC1=C(C(=O)N2CCOCC2)CC(CC(=O)NCc2cccs2)C(=O)N1Cc1ccc(F)cc1 (configuration not stated) | 6 | . | -2 | . | . | 0 | . | 4.1
COCc1ccc(-c2c(-c3cc(OC)cc(OC)c3)oc(=O)c3cc(OC)c(OC)cc23)cc1 | -182 | 0 | 26 | -4 | -15 | 1 | 0.99 | -1.9
Cc1cccc(Nc2nc(-c3ccc(O)c(O)c3)cs2)n1 | 13 | 39* | 8 | 65* | -7 | -1 | 0.81 | 3.7

# Sorted by value in ATG4B inhibitor (smallest number first): 3 from the list above
SMILES,GRIN3A LBD mod,PfG6PD inh,SENP6 block,ATG4B inhibitor,SENP1 inh,hIAP activ,MPTP inh
CCC(=O)N1CCc2cc(S(=O)(=O)NCCC(=O)Nc3ccc(OC)cc3)ccc21,3,3,1,1,1,0.77,-1.1
C/C(=N\NC(=O)C(=O)Nc1ccc(C)cc1)c1ccncc1,10,-19,-18,4,3,0.81,1.3
CCOC(=O)C1CCN(S(=O)(=O)c2ccc(C)cc2)CC1,1,0,-27,11,2,0.96,0.7

# Next section
# Each structure is followed by: SENP8 inh, GRIN3A LBD mod, PfG6PD inh, SENP6 block, ATG4B inhibitor, SENP1 inh, hIAP activ, MPTP inh
- CCc1ccc(CNc2ccc3c(c2)ncn3C(C)(C)C)cc1
 : -96, -1, 26, 11, -8, -4, 1.3, 0.8
- NC(=O)C1CCN(c2ccc(S(=O)(=O)N3CCCCC3)cn2)CC1
 : -17, -1, -14, -12, 1, 4, 1.1, -0.8
- Cc1cccc(Nc2c(-c3ccc(N4CCOCC4)cc3)nc3ncccn23)c1
 : -54, 0, 4, 13, 2, -41, 1.1, -3.4
- COc1ccc(F)cc1S(=O)(=O)NCC(c1ccc2c(c1)OCO2)N1CCN(C)CC1 (configuration not stated)
 : 7, -2, -1, -9, 9, 0, 1, -2.1
- O=C(Nc1nccs1)c1ccc(N2CCOCC2)c([N+](=O)[O-])c1
 : 19, 2, 16, 6, -8, 3, 0.95, 0.7
- CC1=C(C(=O)N2CCOCC2)CC(CC(=O)NCc2cccc3ccccc23)C(=O)N1CCCN1CCCC1=O (configuration not stated)
 : 10, ., -12, ., ., -1, ., -0.3
- Cc1ccccc1-c1ccc(Nc2ccc(C(=O)N3CCOCC3)cc2)nn1
 : -2, 0, -1, 17, 4, -1, 0.85, 0.6
- COCCCNC(=S)Nc1ccccc1[N+](=O)[O-]
 : 8, -1, -5, 2, -2, 1, 0.88, -0.8
- CC(C)(C)NC(=S)NC1CC1
 : 9, -1, -24, -16, 0, -1, 0.98, 2.9
- Cc1cccc(Sc2c([N+](=O)[O-])ncn2C)c1
 : 19, 0, 10, -18, -12, 1, 0.96, -0.4
- COc1ccc(C(=O)COC(=O)CCCC(=O)NC2CCCCC2)cc1
 : 8, 0, -5, 0, 0, 0, 1.1, -1.7
- CC(C)n1c(NCc2ccc(N(C)C)cc2)nc2ccccc21
 : 9, -2, 13, -2, 2, -5, 0.83, -2.0
- Cc1ccc(CNC(=O)c2cc(S(=O)(=O)N3CCCC3)cn2C)cc1
 : 16, -1, -6, -2, -10, 5, 1.1, 0.7
- CN(C)CCN1C(=O)C(=O)/C(=C(/O)c2ccc(S(=O)(=O)N3CCOCC3)cc2)C1c1ccccc1 (configuration not stated)
 : 4, 2, -13, -16, 3, 1, 1.1, -1.0
- Cc1ccc(C(=O)NCC(=O)N(C)CC(=O)Nc2c(Cl)cccc2Cl)s1
 : -9, 2, -2, -13, -1, 1, 1.1, -0.4
- O=C(CSc1cccc2cccnc12)Nc1ccccc1F
 : -425, 1, -5, -16, 5, 0, 1.1, 1.8
- CCOc1ncccc1C(=O)NNC(=O)c1csc(N2CCOCC2)n1
 : 10, -1, -10, 1, 3, 1, 1.4, 0.0
- COc1ccc(C(C(=O)NC(C)(C)C)N(C(=O)CNC(=O)c2cccs2)c2ccc(NC(C)=O)cc2)cc1OC (configuration not stated)
 : 7, 0, 5, -5, 6, 3, 1, -0.1
- CC1CN(C(=S)Nc2ccc(Cl)cc2)CC(C)O1 (configuration not stated)
 : 15, -2, 16, -3, -2, 7, 1.1, 1.2
- CCOC(=O)Cc1csc(NC(=S)NC(=O)c2ccc([N+](=O)[O-])cc2)n1
 : 24, -3, -20, 15, -2, 2, 0.93, 21
- CCOC(=O)C[C@H]1c2ccccc2S(=O)(=O)N1Cc1cc(OC)c(OC)c(OC)c1
 : 9, -1, -9, 0, -1, -2, 0.94, -0.1
- Cc1cccc2c1cnn2C(=O)Nc1ccccc1Br
 : 15, 4, 18, -3, -2, 1, 0.93, 2.2
- O=C(N/N=C/c1ccc(OC(=O)c2ccccc2)cc1)c1ccc(CN2CCOCC2)cc1
 : 4, -17, 17, 0, 1, 2, 1.1, -0.1
- COc1ccc(NC(=O)COC(=O)c2ccc(-n3cnnn3)cc2)c([N+](=O)[O-])c1
 : 17, 2, -15, 9, 1, 3, 0.97, 1.0
- N#CCC(=O)Nc1ncc(Cc2ccccc2Cl)s1
 : 23, 1, 6, 23, -2, -14, 1.1, 2.2
- O=C(N=Nc1c(O)[nH]c2ccccc12)c1cc(-c2ccc(F)cc2)n[nH]1
 : 22, 19*, 20, 2, 11, 2, 1.7, 1.0
- CCN1CCN(CCCNC(=O)c2ccc3c(Cl)c4c(nc3c2)CCCC4)CC1
 : 10, -3, -1, -13, 8, -2, 0.98, -1.5
- CC(=O)C1=C(C)Nc2ncnn2C1c1ccc(C)cc1 (configuration not stated)
 : 6, 0, 4, -8, -5, 2, 1.2, 0.2
- O=C1C2CCCCC2C(=O)N1c1ccc(NC2CCN(Cc3ccccc3)CC2)c([N+](=O)[O-])c1 (configuration not stated)
 : 44*, -1, -4, -10, 2, 3, 0.98, 1.6
- CCN(CC(=O)Nc1c(F)cccc1F)C(=O)CN1C(=O)C2CCCCC2C1=O (configuration not stated)
 : -2, 0, 10, 4, -3, -2, 1, -0.4
- COc1cc(/C=C/CN2CCN(Cc3ccc(C)o3)C(CCO)C2)ccc1O (configuration not stated)
 : 7, 1, 10, 5, 4, -3, 0.96, -0.3
- CCCn1c(/N=C/c2ccccc2O)nc2ccccc21
 : -8, 1, 12, -11, 7, -2, 1, -0.7
- CN(C(=O)c1cccc(NC(=O)Cc2cccc(NC(=O)C3CCN(C(=O)c4ccccc4)CC3)c2)c1)C1CCCC1
 : 2, 2, -3, ., -9, 4, ., 0.3
- CC(C)(C)NC(=O)NC(=O)COC(=O)CCC1CCCC1
 : 13, 0, 24, -13, -9, 8, 1.1, -0.1

# Looked up above:
# SENP6 block, CC(C)(C)NC(=S)NC1CC1 is entered as -16
# SENP6 block, CN(C)c1nc(Oc2ccc(N)cc2)nc(N(C)C)n1 is entered as 1
# GRIN3A LBD mod, O=C(Nc1nccs1)c1ccc(N2CCOCC2)c([N+](=O)[O-])c1 is entered as 2
